Screening data (PubChem)
PfHsp40 rescue = compounds rescuing yeast from Plasmodium falciparum HSP40 toxicity; AID 504582; actives 0.68% (n = 340,000); growth rescue, % at 12.5 µM; S. cerevisiae expressing PfHsp40, growth rescue, ATP luminescence; in the data active means growth rescue above about 28%, passing the limit was not always enough; inconclusive means no clear call, values can overlap the other calls;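 further: yeast W303a lacking pdr1 and pdr3 grown in galactose medium; growth measured after three days at 30 °C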
Anthrax LF prot = inhibitors of Bacillus anthracis lethal factor protease; actives 0.12% (n = 360,000); inhibition, % at 10 µM; P15917; AID 588501; multiplex microsphere protease cleavage assay, LF; further: plate controls were buffer without enzyme for full effect and enzyme alone for no effect
Target sequence (P15917 whole entry, looked up): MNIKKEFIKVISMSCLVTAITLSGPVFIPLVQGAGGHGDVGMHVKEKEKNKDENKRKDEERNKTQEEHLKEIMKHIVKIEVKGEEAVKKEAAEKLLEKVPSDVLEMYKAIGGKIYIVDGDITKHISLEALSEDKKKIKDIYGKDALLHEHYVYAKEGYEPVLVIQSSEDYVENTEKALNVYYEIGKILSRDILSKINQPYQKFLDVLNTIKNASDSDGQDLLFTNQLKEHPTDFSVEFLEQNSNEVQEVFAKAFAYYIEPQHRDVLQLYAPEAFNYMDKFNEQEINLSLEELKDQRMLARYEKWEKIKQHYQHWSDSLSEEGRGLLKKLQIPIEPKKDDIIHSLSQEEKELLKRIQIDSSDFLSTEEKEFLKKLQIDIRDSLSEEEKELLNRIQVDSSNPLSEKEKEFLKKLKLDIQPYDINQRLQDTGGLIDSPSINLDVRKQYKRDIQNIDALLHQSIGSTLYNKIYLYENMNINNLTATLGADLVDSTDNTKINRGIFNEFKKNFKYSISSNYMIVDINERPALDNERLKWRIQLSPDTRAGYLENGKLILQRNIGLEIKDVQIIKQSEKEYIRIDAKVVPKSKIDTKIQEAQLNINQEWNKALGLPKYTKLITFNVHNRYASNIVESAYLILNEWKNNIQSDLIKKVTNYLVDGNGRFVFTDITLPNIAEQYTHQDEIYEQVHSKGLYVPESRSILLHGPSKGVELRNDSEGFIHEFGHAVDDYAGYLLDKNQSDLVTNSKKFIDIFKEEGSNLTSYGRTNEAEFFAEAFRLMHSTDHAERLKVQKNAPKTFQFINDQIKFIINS
BoNT A protease = BoNT A light chain protease inhibition; multiplex microsphere protease substrate cleavage, flow cytometry; inhibition, % at 10 µM; actives 0.17% (n = 360,000); further: plate controls were buffer without enzyme for full effect and enzyme alone for no effect
Yp Topo-I inh = inhibitors of Yersinia pestis topoisomerase I; Y. pestis Topo-I cleavage product accumulation, plate reader; activity, % at 10 µM; actives 0.064% (n = 360,000); AID 504884; in the data active means activity above about 50%, passing the limit was not always enough; inconclusive means no clear call, values can overlap the other calls; further: inactives centre near 2
Vc quorum ag = quorum light induction in luxS cqsA deficient V. cholerae; V. cholerae BH1578 lux reporter, luminescence, 6 h; activation, % at 18.7 µM; actives 0.16% (n = 350,000); AID 588436; in the data active means activation mostly above about 9.7%, no sharp cut-off; inconclusive means no clear call, values can overlap the other calls; inactive means mostly below about 3.7%; further: not every result past the cut was called active; inactives centre near 0; reference of the scale not given here
VHR inh abs = DUSP3 (human) phosphatase inhibition. P51452. AID 1654. recombinant VHR phosphatase, pNPP absorbance. actives 0.52% (n = 290,000). inhibition, % at 13.3 µM; in the data active means inhibition above about 50%; further: some compounds called inactive have numbers as strong as hits
Target sequence (P51452 whole entry, looked up): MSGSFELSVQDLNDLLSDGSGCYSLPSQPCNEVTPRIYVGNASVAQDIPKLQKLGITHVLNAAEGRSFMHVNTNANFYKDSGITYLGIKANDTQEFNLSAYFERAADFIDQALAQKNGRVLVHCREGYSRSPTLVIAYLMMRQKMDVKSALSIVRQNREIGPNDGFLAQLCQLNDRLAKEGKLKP
TcdB GH inh = TcdB glycohydrolase inhibition; TcdB glycohydrolase enzymatic assay, plate reader; AID 652162; inhibition, % at 9.99 µM; actives 0.24% (n = 350,000); P18177; in the data active means inhibition above about 10%
SSB-PriA inh = K. pneumoniae PriA-SSBct interaction inhibition. AlphaScreen SSBct-PriA binding, biotinylated peptide. inhibition, % at 33 µM. actives 0.6% (n = 430,000); in the data active means inhibition mostly above about 37%, no sharp cut-off; inactive means mostly below about 20%;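 further: plate controls were negative control peptide for no effect and reference peptide for full effect; strong numbers were not always called active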
CCHFV vOTU inh = CCHFV vOTU protease inhibition; Pep-AMC fluorescence; inhibition, % at 11.5 µM; actives 0.55% (n = 370,000); AID 651958; in the data active means inhibition above about 30%; further: 0% = vehicle wells with enzyme and 100% = no enzyme wells
3CLpro inhibitor = SARS-CoV 3CLpro protease inhibition | P0C6X7 | recombinant SARS-CoV 3CLpro, quenched FRET peptide cleavage | inhibition, % at 6 µM | actives 0.14% (n = 290,000); in the data active means inhibition above about 12%
An asterisk follows results filed as active. Unless noted, no stated cut-off is given here; in the data, active means inhibition above about 30%; inconclusive means no clear call, values can overlap the other calls; inactive means below that. Only part of the results is shown; the hit share may differ from the screen's.

Screening CCOC(=O)C1CCN(C(=O)CC(C)c2ccccc2)CC1 (configuration not stated) returned PfHsp40 rescue -1.4, Anthrax LF prot 5, BoNT A protease 0.4, Yp Topo-I inh 3, Vc quorum ag -0.2, VHR inh abs 7, SSB-PriA inh -3, CCHFV vOTU inh -6 and 3CLpro inhibitor -1.
Screening COc1cccc(C2CC3(CC(C)(C)NC(=S)N3)Oc3cc(O)ccc32)c1 (configuration not stated) returned PfHsp40 rescue 0.1, Anthrax LF prot -2, BoNT A protease -0.4, Yp Topo-I inh -5, Vc quorum ag 4.2, VHR inh abs 2, SSB-PriA inh 23, CCHFV vOTU inh -3 and 3CLpro inhibitor 4.
`O=C(CCn1ccc2ccccc21)NC1CCCc2ccccc21` (configuration not stated) gave PfHsp40 rescue 6.7, Anthrax LF prot 0, BoNT A protease 1.7, Yp Topo-I inh 7, Vc quorum ag inactive, VHR inh abs 4, SSB-PriA inh -7, CCHFV vOTU inh 5 and 3CLpro inhibitor 2.
For COc1cc(C(=S)N2CCCC2)cc(Cl)c1O the results were PfHsp40 rescue 0.2, Anthrax LF prot 0, BoNT A protease -1.1, Yp Topo-I inh -1, Vc quorum ag -2.1, VHR inh abs 13, SSB-PriA inh -9, CCHFV vOTU inh 12 and 3CLpro inhibitor 3.
For Cc1nnc(OC(C)C)c2nn(-c3ccccc3F)c(C)c12 the results were PfHsp40 rescue inconclusive, Anthrax LF prot -3, BoNT A protease 0.3, Yp Topo-I inh 0, VHR inh abs 24, SSB-PriA inh -5, CCHFV vOTU inh -3 and 3CLpro inhibitor -2.
`COc1cccc(/C=C/C(=O)OCC(=O)N2c3ccccc3NC(=O)C2(C)C)c1` gave PfHsp40 rescue 1.3, Anthrax LF prot -1, BoNT A protease -1.0, Yp Topo-I inh 5, Vc quorum ag -0.4, VHR inh abs 13, TcdB GH inh 0.8, SSB-PriA inh -18, CCHFV vOTU inh -11 and 3CLpro inhibitor -3.
Screening FC(F)(F)c1cnc(NNC(=S)Nc2cccnc2)c(Cl)c1 returned PfHsp40 rescue 0.0, Anthrax LF prot 2, BoNT A protease -1.1, Yp Topo-I inh 2, Vc quorum ag -0.1, VHR inh abs -5, TcdB GH inh -2.8, SSB-PriA inh 1, CCHFV vOTU inh -4 and 3CLpro inhibitor 3.
Cc1ccc(NCC(=O)N/N=C/c2ccc(C(=O)O)cc2)cc1 was read as PfHsp40 rescue 0.1, Anthrax LF prot -1, BoNT A protease 0.0, Yp Topo-I inh -10, Vc quorum ag inactive, VHR inh abs 1, TcdB GH inh -1.9, SSB-PriA inh inactive, CCHFV vOTU inh 9 and 3CLpro inhibitor -7.
`COc1cccc(OC)c1C(=O)N1CCN(Cc2ccncc2)CC1` gave PfHsp40 rescue 1.0, Anthrax LF prot 1, BoNT A protease 0.1, Yp Topo-I inh -2, Vc quorum ag inactive, VHR inh abs -2, SSB-PriA inh -11, CCHFV vOTU inh 6 and 3CLpro inhibitor -3.
For O=C(CSc1ccc(Br)c2cccc(Cl)c12)Nc1ccc(S(=O)(=O)Nc2nccs2)cc1 the results were PfHsp40 rescue 3.1, Anthrax LF prot -3, BoNT A protease -0.4, Yp Topo-I inh 31, Vc quorum ag -0.1, VHR inh abs 15, TcdB GH inh 0.2, SSB-PriA inh 6, CCHFV vOTU inh 36* and 3CLpro inhibitor 2.

Arranged by number of heavy atoms (high to low): some entries from above
For O=C(CSc1ccc(Br)c2cccc(Cl)c12)Nc1ccc(S(=O)(=O)Nc2nccs2)cc1 the results were PfHsp40 rescue 3.1, Anthrax LF prot -3, BoNT A protease -0.4, Yp Topo-I inh 31, Vc quorum ag -0.1, VHR inh abs 15, TcdB GH inh 0.2, SSB-PriA inh 6, CCHFV vOTU inh 36* and 3CLpro inhibitor 2.
Cc1ccc(NCC(=O)N/N=C/c2ccc(C(=O)O)cc2)cc1 was read as PfHsp40 rescue 0.1, Anthrax LF prot -1, BoNT A protease 0.0, Yp Topo-I inh -10, Vc quorum ag inactive, VHR inh abs 1, TcdB GH inh -1.9, SSB-PriA inh inactive, CCHFV vOTU inh 9 and 3CLpro inhibitor -7.
Screening FC(F)(F)c1cnc(NNC(=S)Nc2cccnc2)c(Cl)c1 returned PfHsp40 rescue 0.0, Anthrax LF prot 2, BoNT A protease -1.1, Yp Topo-I inh 2, Vc quorum ag -0.1, VHR inh abs -5, TcdB GH inh -2.8, SSB-PriA inh 1, CCHFV vOTU inh -4 and 3CLpro inhibitor 3.
For COc1cc(C(=S)N2CCCC2)cc(Cl)c1O the results were PfHsp40 rescue 0.2, Anthrax LF prot 0, BoNT A protease -1.1, Yp Topo-I inh -1, Vc quorum ag -2.1, VHR inh abs 13, SSB-PriA inh -9, CCHFV vOTU inh 12 and 3CLpro inhibitor 3.

(next part)
Screening O=[N+]([O-])c1cc(C(F)(F)F)ccc1N1CCN(S(=O)(=O)c2ccc3c(c2)CCCC3)CC1 returned PfHsp40 rescue 10, Anthrax LF prot -1, BoNT A protease 1.0, Yp Topo-I inh 25, Vc quorum ag -0.5, VHR inh abs 14, TcdB GH inh 0.9, SSB-PriA inh 1, CCHFV vOTU inh 6 and 3CLpro inhibitor 4.
For CCCCCN(C(=O)CCC(=O)OCC(=O)Nc1ccc(C)cc1F)c1c(N)n(CCCC)c(=O)[nH]c1=O the results were PfHsp40 rescue -0.7, Anthrax LF prot 1, BoNT A protease 1.1, Yp Topo-I inh 37, Vc quorum ag -0.4, VHR inh abs 10, TcdB GH inh 0.6, SSB-PriA inh -5, CCHFV vOTU inh 18 and 3CLpro inhibitor 1.
`COc1cccc(C(=O)NC2CC(C)(C)NC(C)(C)C2)c1OC` gave PfHsp40 rescue -0.4, Anthrax LF prot 5, BoNT A protease -0.3, Yp Topo-I inh 5, Vc quorum ag 1.3, VHR inh abs 5, TcdB GH inh 0.6, SSB-PriA inh -6, CCHFV vOTU inh 0 and 3CLpro inhibitor 1.
`O=c1[nH]c(C2CCN(S(=O)(=O)c3ccc4c(c3)OCCO4)CC2)nc2c1nnn2Cc1ccccc1F` gave PfHsp40 rescue 1.8, Anthrax LF prot -3, BoNT A protease 0.3, Yp Topo-I inh 14, Vc quorum ag inactive, VHR inh abs -7, TcdB GH inh -2.6, SSB-PriA inh -4, CCHFV vOTU inh 11 and 3CLpro inhibitor 3.
Cc1ccc(NC(=O)CCc2nnc3ccc(NCc4ccco4)nn23)nc1 was read as PfHsp40 rescue -1.3, Anthrax LF prot 6, BoNT A protease 8.5, Yp Topo-I inh 1, Vc quorum ag -0.2, VHR inh abs -2, TcdB GH inh -1.1, SSB-PriA inh -2, CCHFV vOTU inh -5 and 3CLpro inhibitor 3.
Screening CCCc1n(CC(O)COCC2CC=CCC2)c2ccccc2[n+]1C (configuration not stated) returned PfHsp40 rescue 0.9, Anthrax LF prot -3, BoNT A protease 0.5, Yp Topo-I inh -1, Vc quorum ag -0.7, VHR inh abs -5, TcdB GH inh 0.8, SSB-PriA inh 2, CCHFV vOTU inh -9 and 3CLpro inhibitor 2.
Screening COc1cc2[nH]c(O)c(C=O)c2cc1OC returned PfHsp40 rescue -0.1, Anthrax LF prot -6, BoNT A protease 0.2, Yp Topo-I inh -11, Vc quorum ag -2.9, TcdB GH inh 2.0, SSB-PriA inh -6 and CCHFV vOTU inh -2.
Fc1ccccc1N=C1Nc2cccc3cccc1c23 was read as PfHsp40 rescue 1.7, Anthrax LF prot -8, BoNT A protease 0.3, Yp Topo-I inh 11, Vc quorum ag -0.3, VHR inh abs -1, TcdB GH inh 1.7, SSB-PriA inh -8, CCHFV vOTU inh 7 and 3CLpro inhibitor 0.
`CCc1[nH]nc(C(=O)N2CCCC(CCC(=O)N3CCN(c4ccccn4)CC3)C2)c1C` (configuration not stated) gave PfHsp40 rescue 0.1, Anthrax LF prot -1, BoNT A protease -0.4, Yp Topo-I inh 16, Vc quorum ag -0.3, VHR inh abs 34, TcdB GH inh 0.2, SSB-PriA inh -1, CCHFV vOTU inh -13 and 3CLpro inhibitor 0.
CCc1ccc(-n2c(=O)c3ccc(C(=O)NCCc4ccccc4)cc3n(CC(N)=O)c2=O)cc1 was read as PfHsp40 rescue -0.5, Anthrax LF prot 11, BoNT A protease 1.1, Yp Topo-I inh -3, Vc quorum ag -7.7, VHR inh abs 20, TcdB GH inh 2.4, SSB-PriA inh -11, CCHFV vOTU inh 2 and 3CLpro inhibitor -2.
`O=C1OC2CC3CC1CC(O)(C3)C2` (configuration not stated) gave PfHsp40 rescue -1.2, Anthrax LF prot -1, BoNT A protease 0.0, Yp Topo-I inh 6, Vc quorum ag inactive, VHR inh abs 21, SSB-PriA inh -6, CCHFV vOTU inh -8 and 3CLpro inhibitor 5.
For CC(Oc1cc(C(F)(F)F)cc(C(F)(F)F)c1)C(=O)NC(N)=O (configuration not stated) the results were PfHsp40 rescue 1.7, Anthrax LF prot -6, BoNT A protease -0.7, Yp Topo-I inh 5, Vc quorum ag 0.2, VHR inh abs 12, TcdB GH inh 1.1, SSB-PriA inh -4, CCHFV vOTU inh 15 and 3CLpro inhibitor -2.
`CCN(CC)CCN=C1CCCc2ccccc2N1` gave PfHsp40 rescue -1.4, Anthrax LF prot -1, BoNT A protease -0.3, Yp Topo-I inh -3, Vc quorum ag -0.3, VHR inh abs 8, SSB-PriA inh -20, CCHFV vOTU inh 2 and 3CLpro inhibitor -4.
`CCOC(=O)CSc1ccc(S(=O)(=O)N2CCCCC2)cc1[N+](=O)[O-]` gave PfHsp40 rescue 0.6, Anthrax LF prot -4, BoNT A protease -0.2, Yp Topo-I inh 8, Vc quorum ag -3.1, VHR inh abs 39, TcdB GH inh -0.3, SSB-PriA inh -2, CCHFV vOTU inh 10 and 3CLpro inhibitor -2.
`COC(=O)c1ccccc1NC(=O)c1cc(-c2ccc(O)cc2)on1` gave PfHsp40 rescue -0.8, Anthrax LF prot -4, BoNT A protease -0.8, Yp Topo-I inh -3, Vc quorum ag -0.9, VHR inh abs 46, TcdB GH inh 0.4, SSB-PriA inh -1, CCHFV vOTU inh 23 and 3CLpro inhibitor 2.
`CCC(C)(C)n1nnnc1CN(Cc1ccco1)Cc1cc2cc3c(cc2[nH]c1=O)OCO3` gave PfHsp40 rescue -0.8, Anthrax LF prot 0, BoNT A protease 0.6, Yp Topo-I inh 0, Vc quorum ag -1.2, VHR inh abs 1, SSB-PriA inh -11 and 3CLpro inhibitor 1.
For COCCNC(=O)C1CCCN(C(=O)c2nc3ccccc3s2)CC1 (configuration not stated) the results were Anthrax LF prot 6, BoNT A protease -0.1, Yp Topo-I inh -6, Vc quorum ag -0.4, TcdB GH inh 1.6 and CCHFV vOTU inh -3.
`CCn1cc(CN2CCCC(CNS(=O)(=O)c3cccc4cccnc34)C2)cn1` (configuration not stated) gave PfHsp40 rescue 2.8, Anthrax LF prot 2, BoNT A protease 0.5, Yp Topo-I inh -5, Vc quorum ag inactive, VHR inh abs 26, TcdB GH inh 1.2, SSB-PriA inh 8, CCHFV vOTU inh 0 and 3CLpro inhibitor 0.
`CCOc1ccc([N+](=O)[O-])cc1CNC1CCCCCCC1` gave PfHsp40 rescue -0.8, Anthrax LF prot -8, BoNT A protease -0.6, Yp Topo-I inh 10, Vc quorum ag 1.1, VHR inh abs 4, TcdB GH inh 0.7, SSB-PriA inh 3, CCHFV vOTU inh -3 and 3CLpro inhibitor 6.
`O=C1/C(=C/c2ccco2)CCc2ccccc21` gave PfHsp40 rescue -1.1, Anthrax LF prot -2, BoNT A protease 1.2, Yp Topo-I inh 8, Vc quorum ag -0.3, VHR inh abs -2, TcdB GH inh -0.5, SSB-PriA inh -10, CCHFV vOTU inh -19 and 3CLpro inhibitor -3.
